Compound activity: PubChem BioAssay, National Center for Advancing Translational Sciences (NCATS)
NPC1 prom act – activators of NPC1 promoter; Huh7 NPC1 promoter luciferase reporter, 24 h; Potency, µM (highest dose often 9.22 µM), for inactives: at the top dose activation, hits mostly activators; 320,000 compounds, 2.4% hits; AID 485313;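 note: potency is the fitted concentration of half-maximal effect; % of control where 0% means no effect; nearly all actives have a fitted effect of over 60% in size; reporter is driven by a mutant NPC1 promoter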
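Cells: Huh7 expressing luciferase under the NPC1 promoter, 1500/well. Seeded 2 h, compound added, incubated 24 h at 37 °C. Luciferase reagent, 10 min ambient, then luminescence.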
ELG1 genotox – induces genotoxicity in HEK293T cells with luciferase-tagged ELG1; Potency, µM (series often up to 46 µM), for the others: at the highest dose activity change, positive = activation, most hits filed as activators; HEK293T ELG1-luciferase reporter, luminescence, 16 h; 330,000 compounds, 1.3% hits; note: potency is the fitted concentration of half-maximal effect; % of control where 0% means no effect; nearly all actives have a fitted effect of over 60% in size
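Step 1: seed 2,000 HEK293T ELG1-luciferase cells per well. Step 2: add compound or DMSO, incubate 16 hr at 37 °C. Step 3: ONE-Glo, 30 min at room temperature, read luminescence.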
Tb PFK block – T. brucei PFK enzyme inhibition. O15648. T. brucei PFK, ADP-Glo luminescence. Potency, µM (doses to about 57.5 µM), without a hit: top-dose activity, negative = inhibition, actives largely listed as inhibitors. 330,000 compounds, 0.17% hits. AID 485367;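 note: potency is the fitted concentration of half-maximal effect; 0% = uninhibited 1x PFK enzyme wells and -100% = no-enzyme wells; nearly all actives have a fitted effect of over 60% in size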
Target sequence (O15648 whole entry, looked up): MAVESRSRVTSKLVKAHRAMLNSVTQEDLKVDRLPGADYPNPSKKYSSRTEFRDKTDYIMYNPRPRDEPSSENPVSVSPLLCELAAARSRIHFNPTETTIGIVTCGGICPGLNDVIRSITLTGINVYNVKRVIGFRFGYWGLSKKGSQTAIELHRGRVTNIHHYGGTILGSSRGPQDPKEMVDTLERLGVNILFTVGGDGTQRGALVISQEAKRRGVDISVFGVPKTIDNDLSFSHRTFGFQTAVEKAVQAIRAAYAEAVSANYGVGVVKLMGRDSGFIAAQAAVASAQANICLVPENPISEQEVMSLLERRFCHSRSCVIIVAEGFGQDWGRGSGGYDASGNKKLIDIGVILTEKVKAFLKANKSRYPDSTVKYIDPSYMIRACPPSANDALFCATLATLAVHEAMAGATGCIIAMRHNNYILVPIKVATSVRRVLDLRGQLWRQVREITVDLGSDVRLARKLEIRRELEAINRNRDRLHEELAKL
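PFK 1.25 nM, F6P 0.5 mM, ATP 0.1 mM, 0.1 M TEA pH 8.0, 5 mM MgCl2, 0.01% Tween20, 0.1% BSA; 45 min RT. ADP-Glo readout. qHTS titration up to 57 uM; curves fitted, compounds curve-classed.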
KCNH2 3.1 block – blocks the human KCNH2 3.1 channel isoform; U2OS KCNH2 3.1, thallium flux FluxOr; stronger effect = lower value; activity change, % (tested at about 1.8 µM); 340,000 compounds, 0.95% hits; AID 720553;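 active = maximum activity change below -70%; inconclusive = maximum activity change from -70% to -50%; inactive = maximum activity change above -50%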;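 note: thallium influx rate constant from kinetic fluorescence after stimulation buffer; % is set by controls: 0 for no effect and ±100 for the full control effect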
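We transduce U2OS cells with the mutant 3.1 virus, culture them overnight, load FluxOr with Red40 quencher for 45 min, then add stimulation buffer and read kinetically for 2 min to derive a normalized rate constant.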
uPA generation – inhibitors of cell surface uPA generation. AID 540303. 330,000 compounds, 0.31% hits. Potency, µM (highest dose often 38.3 µM), for the others: at the top dose activity change, negative = inhibition, hits mostly inhibitors. cell surface uPA generation assay, qHTS; active = well fitted inhibition curve with a large enough effect; inconclusive = small, poorly fitted or top-dose-only effect; inactive = no such curve, though single readings can be large or run the other way; tested in mouse RAW 264.7 cells; note: potency is the fitted concentration of half-maximal effect; % is set by controls: 0 for no effect and ±100 for the full control effect; nearly all actives have a fitted effect of over 55% in size
FBPA coupling cs – inhibits coupling enzyme system, counter-screen for aldolase hits; activity change, negative = inhibition, % at 58.2 µM, hits read low; coupling enzyme system counterscreen, AmpLite Red fluorescence; 290,000 compounds, 0.67% hits; AID 2472; in the data active = activity change below about -30%; note: % is set by controls: 0 for no effect and ±100 for the full control effect
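Counterscreen lacking aldolase: glyceraldehyde-3-phosphate coupling-enzyme reagent preincubated 10 min at RT with compound (at 57.5 uM final), then substrate/coupling system with AmpLite Red added; fluorescence read at 525/598 nm after 20 min RT.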
Giardia kill – kills Giardia lamblia. Giardia lamblia trophozoite viability. 340,000 compounds, 0.15% hits. activity change, % at 7.66 µM, hits read low; in the data active = activity change below about -80%; inconclusive = between about -30% and that limit;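 note: parasites exposed to compound for two days anaerobically before the ATP read; % is set by controls: 0 for no effect and ±100 for the full control effect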
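Trophozoite viability was measured as ATP-dependent luminescence, read 15-30 min after reagent addition. Before that, parasites at 100 cells/well were exposed to compounds for 48 h, anaerobically, at 37 deg C.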
Gal4-VP16 FLuc – Gal4-VP16 reporter inhibition counter-screen. Drosophila S2 Gal4-VP16 UAS-luciferase, luminescence, 20 h. Potency, µM (highest dose often 53.6 µM), inactives show top-dose activity, negative = inhibition, most hits filed as inhibitors. 310,000 compounds, 3.5% hits;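 note: Gal4-VP16 expression switched on by copper sulfate through the metallothionein promoter; potency is the fitted concentration of half-maximal effect; % is set by controls: 0 for no effect and ±100 for the full control effect; nearly all actives have a fitted effect of over 50% in size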
Rab9 promoter act – activates the Rab9 promoter. Huh7 Rab9 promoter-luciferase reporter, luminescence, 24 h. Potency, µM (titrated, usually from 9.22 µM), without a hit: at the highest dose activation, negative = inhibition, actives largely listed as activators. 320,000 compounds, 2.8% hits. AID 485297; note: potency is the fitted concentration of half-maximal effect; % of control where 0% means no effect; nearly all actives have a fitted effect of over 60% in size
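Stable Rab9-luc Huh7, 1500 cells/well, 2 h settle; cmpd in DMSO, 24 h, 37 °C/5% CO2; luciferase reagent 10 min RT; luminescence.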
RORg inh – inhibitors of mouse ROR gamma transcriptional activity | Potency, µM (titrated, usually from 53.6 µM), for the others: top-dose activity change, negative = inhibition, actives largely listed as inhibitors | Drosophila S2 Gal4-RORgamma UAS-luciferase reporter, 20 h | P51450 | 310,000 compounds, 5.4% hits; note: potency is the fitted concentration of half-maximal effect; % is set by controls: 0 for no effect and ±100 for the full control effect; nearly all actives have a fitted effect of over 60% in size
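Stable Schneider cell line, Gal4 DNA-binding domain fused to ROR gamma, UAS-luciferase. Cmpd 1 hr RT → CuSO4 700 uM final → 20 hr RT → luciferase reagent 10 min → luminescence.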
FLuc modulator – counter-screen for miR-21 project: firefly luciferase inhibitors or activators | 360,000 compounds, 6.9% hits | purified FLuc, Km substrates, luminescence inhibition | AID 588342 | Potency, µM (top dose mostly 57.5 µM), without a hit: top-dose activity change, negative = inhibition, hits mostly inhibitors | P08659;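 note: potency is the fitted concentration of half-maximal effect; plate controls were vehicle for no effect and reference inhibitor for full effect; nearly all actives have a fitted effect of over 55% in size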
Target sequence (P08659 whole entry, looked up): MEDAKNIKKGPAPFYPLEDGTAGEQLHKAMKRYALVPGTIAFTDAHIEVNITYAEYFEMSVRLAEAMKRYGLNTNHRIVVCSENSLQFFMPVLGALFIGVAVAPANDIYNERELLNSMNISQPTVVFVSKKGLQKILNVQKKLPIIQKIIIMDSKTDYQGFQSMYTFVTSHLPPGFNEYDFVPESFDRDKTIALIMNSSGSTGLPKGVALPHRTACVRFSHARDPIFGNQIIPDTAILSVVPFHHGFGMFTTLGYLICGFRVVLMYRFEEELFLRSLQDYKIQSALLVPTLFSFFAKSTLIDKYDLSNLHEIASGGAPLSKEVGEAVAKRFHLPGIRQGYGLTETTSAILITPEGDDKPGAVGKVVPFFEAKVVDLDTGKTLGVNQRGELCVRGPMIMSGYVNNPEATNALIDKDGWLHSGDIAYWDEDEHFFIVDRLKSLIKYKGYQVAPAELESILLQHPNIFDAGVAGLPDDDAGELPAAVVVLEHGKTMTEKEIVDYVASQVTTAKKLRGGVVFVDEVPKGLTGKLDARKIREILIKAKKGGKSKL
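Biochemical qHTS of compounds, final roughly 60 µM downward over six points, against 10 nM purified firefly luciferase using Km concentrations of substrates (10 uM D-luciferin, 10 uM ATP) in Tris acetate pH 7.5 buffer; luminescence output.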
An asterisk follows results filed as active; ? = inconclusive; / = no result given; & = joins results of further samples; [ ] = remark or other dose. Unless noted, calls come from the whole dose curve; as a rule, active = well fitted curve in the direction sought with a large enough effect; inconclusive = small, poorly fitted or top-dose-only effect, or another doubt; inactive = no such curve, though single readings can be large; an effect the other way counts as inactive or inconclusive.

Structure | NPC1 prom act | ELG1 genotox | Tb PFK block | KCNH2 3.1 block | uPA generation | FBPA coupling cs | Giardia kill | Gal4-VP16 FLuc | Rab9 promoter act | RORg inh | FLuc modulator
COc1ccc(CN(C)CC(=O)NC(=O)Nc2ccccc2F)cc1 | -0.9% | -0.7% | -2.0% | -18.4 | 1.7% | / | 12.3 | / | 13.8% | / | /
Cn1c(-c2sc3cc(C(F)(F)F)cnc3c2-c2ccccn2)n[nH]c1=S | -0.8% | -0.3% | -4.6% | 11.7 | -1.8% | 1.8 | -10.4 | 3.3% | -2.3% | ? | -17.8%
O=C(CCCCCNc1nc(=S)[nH]c2ccccc12)NCc1ccccc1Cl | 0.8% | 8.3% | 2.9% | / | / | -1.6 | / | ? | 0.5% | 17.8µM* | 3.3%
COc1ccc(N2CCN(C(=O)c3cn(C)c(=O)c4c3c3ccccc3n4C)CC2)cc1 | -7.1% | -1.6% | 2.4% | 12.4 | / | -4.9 | -11.6 | 14.2% | -6.0% | 27.9% | 2.0%
CCOc1ccccc1NC(=O)C(NCC1CCCCC1)c1ccccc1 (stereo not given) | 0.0% | -11.3% | -0.2% | -9.9 | -0.8% | 0.2 | -1.5 | 8.3% | -0.7% | -31.9% | -1.0%
O=C(/C=C/c1ccccc1)Nc1nnc(-c2ccco2)o1 | -0.7% | -3.7% | 9.0% | -8.1 | -5.7% | 1.6 | 63.8[activator] | 5.01µM* | -1.8% | 2.24µM* | -16.1%
COC(=O)c1ccccc1SC(CC(=O)c1ccccc1)c1ccc(F)cc1 (stereo not given) | -1.4% | 11.4% | 0.0% | 7.8 | -0.6% | -0.3 | -11.5 | -8.1% | -0.2% | 9.6% | ?
CCN(C(=O)c1nn(-c2ccc(OC)cc2)c(=O)c2c1c1ccccc1n2C)c1ccc(OC)cc1 | -4.3% | -2.5% | -5.8% | / | -0.4% | -15.0 | -12.7 | -1.0% | 2.1% | 6.1% | 1.3%
Cc1nc2ccc(NC(=O)c3ccc(S(=O)(=O)N(C)C)cc3)cc2s1 | -2.9% | -0.1% | -0.5% | -2.4 | -5.8% | 1.2 | 4.3 | 16.4% | 2.3% | 42.0% | -6.3%
CO/N=C/C(=N\Nc1ccc(OC)cc1)C(=O)c1ccc(F)cc1 | -1.5% | 3.9% | 1.4% | 18.2 | -1.8% | 5.7 | -2.7 | 4.6% | 2.5% | 5.5% | -5.7%
COC(=O)c1ccc(OC(=O)C2CC(=O)N(c3cccc(C)c3)C2)cc1 (stereo not given) | 4.4% | 2.2% | 0.0% | 11.5 | / | 4.9 | -3.4 | -9.2% | -2.5% | -6.0% | 0.5%
CC(=O)c1ccc(OCCCC(=O)NCCc2ccc(C(F)(F)F)cc2)cc1 | -0.6% | -15.8% | -2.0% | -1.1 | -3.0% | -3.1 | 16.0 | -8.0% | -6.5% | -8.2% | 2.7%
Cc1ccnc(NCc2ccc(Br)cc2)c1 | 22.5% | 0.1% | -13.5% | 14.6 | ? | -0.6 | 42.4[activator] | 4.4% | 11.8% | -21.7% | ?
CC1(C)CC(NC(=O)c2cccc(S(=O)(=O)Nc3cccc(Cl)c3)c2)CC(C)(C)N1 | -0.8% | 2.8% | -1.8% | 4.1 | -4.5% | / | -1.5 | / | -1.9% | / | 0.4%
O=C(OCC(=O)N1CCc2ccccc21)c1cncc(Br)c1 | 1.9% | -3.0% | 0.9% | 6.8 | -2.2% | -1.0 | -7.4 | 0.7% | 6.8% | -36.0% | -14.7%
Cc1ccc(-c2nnc(NC(=O)C3=COCCO3)o2)c(C)c1 | 18.7% | 7.9% | 11.5% | -2.1 | -2.9% | / | -24.7 | / | 11.2% | / | 15.1µM*
CCOc1ccc(N(CC(=O)NN=C2CCN(C)CC2)S(C)(=O)=O)cc1 | -5.1% | 0.4% | 0.5% | 9.0 | 3.3% | 1.1 | 18.7 | ? | -3.3% | ? | 2.0%
O=C(COC(=O)C1COc2ccccc2O1)Nc1cccc(F)c1 (stereo not given) | 2.3% | 1.1% | -6.6% | 3.9 | 7.2% | / | -3.2 | / | -2.8% | / | 8.5%
O=S(=O)(NC1CCCCC1)c1ccc(F)c2ccccc12 | 8.8% | -0.4% | 0.7% | -6.0 | / | -5.3 | 8.9 | 2.2% | -10.5% | 24.3% | -1.3%
CN(Cc1nc2c(s1)CCCC2)C(=O)CCc1nnc(-c2ccc3c(c2)OCO3)o1 | 0.1% | -1.0% | 0.6% | 8.3 | -1.7% | 2.8 | 3.3 | 1.1% | -0.9% | 11.3% | -1.2%
CC(=O)N(C)c1ccc(N=Nc2c(C)[nH]n(C(N)=S)c2=O)cc1 | 0.631µM* | ? | -0.1% | -4.0 | -17.0% | -0.9 | -3.6 | 3.16µM* | 0.447µM* | 0.355µM* | 2.69µM*
COc1ccc(C2C(C(=O)c3ccccc3)=C(C)Nc3nc4ccccc4n32)cc1OC (stereo not given) | -6.1% | 7.4% | -2.3% | -10.1 | 2.1% | 2.2 | -5.7 | 6.8% | -8.7% | -31.5% | -8.7%
CCCCNC(=S)Nc1ccc2[nH]c(=O)[nH]c2c1 | -1.5% | -2.6% | 1.1% | 4.5 | 2.6% | -1.2 | 8.0 | -0.8% | -0.9% | -2.6% | 5.5%
COc1ccc(NC(=O)CCNS(=O)(=O)c2cccc3nsnc23)cc1 | -3.4% | -3.3% | 0.3% | -0.4 | 3.7% | 4.9 | -7.3 | -14.0% | -0.5% | 14.8% | -0.1%&-0.4%
CN=C(C)C1=C(O)C(C(=O)OC)C(C)(C)CC1=O (stereo not given) | -2.4% | -5.1% | -3.2% | 9.8 | 1.1% | 1.4 | -18.8 | -1.6% | 3.8% | 9.2% | 3.7%
O=C(NCCCN1CCOCC1)c1ccc(CNS(=O)(=O)c2ccc(F)cc2)cc1 | -2.0% | -1.6% | 0.5% | 14.9 | / | 1.8 | 13.6 | -3.9% | 0.3% | 3.3% | -1.8%
Cc1ccccc1N1CCN(S(=O)(=O)c2ccccc2)CC1 | -6.9% | 0.3% | -4.3% | -8.8 | 0.4% | 1.0 | -16.2 | 0.8% | -3.8% | 19.4% | -3.4%&-0.8%
COC(=O)C1=NN(N=O)C2(CC(=O)N(c3cc(C)cc(C)c3)C2=O)C1 (stereo not given) | 4.8% | 5.7% | 5.6% | -6.8 | -2.2% | -3.8 | -15.1 | -0.2% | -1.0% | -7.7% | 2.0%
Cc1ccc(CN(Cc2ccco2)C(=S)NCC(=O)O)cc1 | 2.2% | -0.7% | 4.9% | 10.1 | -2.2% | 11.0 | -3.5 | 11.0% | -0.3% | -20.9% | 2.7%
COc1ccc(OC)c(NC(=O)c2[nH]c(C)c(C(C)=O)c2C)c1 | 11.3% | ? | 5.1% | -10.4 | -2.5% | 2.2 | -25.8 | -15.4% | ? | 11.4% | -8.9%
CC(=O)Nc1ccc(S(=O)(=O)Nc2cccc(C(=O)NC(C)(C)C)c2)cc1 | -0.8% | 0.3% | 2.8% | -22.6 | 8.2% | 1.4 | 3.3 | -6.7% | -1.1% | 34.6% | -0.6%
CCNC(=O)Cn1cnc2c1c(=O)n(C)c(=O)n2C | -4.0% | -2.7% | 0.1% | -12.6 | -2.0% | -2.1 | -9.1 | -0.9% | -6.6% | 6.7% | 5.6%
CCc1[nH]nc2c1C1(CCN(C(=O)c3ccccc3)CC1)C(C#N)=C(N)O2 | 0.0% | -0.6% | -3.3% | 1.2 | -1.0% | 1.3 | -3.9 | -1.9% | 0.5% | 1.9% | -0.5%
COc1ccc(S(=O)Cc2ccc(C(=O)N3CCN(C(=O)c4ccco4)CC3)o2)cc1 (stereo not given) | 0.1% | -0.1% | 0.6% | -6.1 | 4.5% | / | -25.6 | 0.1% | -4.0% | -0.8% | -0.5%
Cc1ccc(C(=O)Nc2cccc(-c3nc4ncccc4o3)c2)cc1 | 29.2% | -19.0% | 0.6% | 6.1 | 7.8% | 0.2 | -14.4 | 6.5% | 6.4% | 42.9% | 13.5µM*
CCC/C(=C1/C(=O)CC(C)(C)C(C(=O)OC)C1=O)N1CCCC1 (stereo not given) | 4.3% | -1.9% | 0.2% | 0.7 | 0.7% | 3.0 | 20.2 | 1.1% | 0.2% | -9.5% | 2.7%
O=C(N1CCOCC1)N1CCN(c2ccccn2)CC1 | 1.2% | -3.9% | 23.4% | -5.3 | -6.4% | 3.6 | 10.1 | -4.6% | -2.2% | 5.8% | -0.2%
Fc1ccc(CNCC2CCCO2)cc1 (stereo not given) | 1.0% | 2.4% | 1.5% | -2.8 | 4.3% | -2.2 | -1.2 | -2.3% | -0.4% | 0.4% | 0.1%
